Bioassay records from PubChem.
WRN helicase inh = blocks human WRN helicase; Q14191; WRN helicase unwinding, fluorescent forked duplex, kinetic; Potency, µM (top dose mostly 114 µM), without a hit: top-dose activity change, negative = inhibition, actives largely listed as inhibitors; 360,000 tested, 0.46% active; AID 651768; further: potency means the concentration at half of the fitted maximal effect; on the % scale 0 is the no-effect control and ±100 the full control effect; nearly all actives have a fitted effect of over 55% in size
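Enzyme (20 nM final) and test compound sit together 15 min at room temperature before substrate addition. Substrate is a single-forked duplex oligonucleotide (100 nM) labelled with fluorophore and quencher, with 2 mM ATP; helicase unwinding raises red fluorescence, read kinetically.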
IL2 activator = activators of IL-2; IL-2 activation reporter assay, cell-based qHTS; stimulated with anti-CD3/CD4/CD28 beads; in transgenic mouse T cells; AID 652025; activation, % (series mostly up to about 46 µM); 360,000 tested, 0.065% active; in the data active means activation above about 50%; inconclusive means mostly about 30% to 49%; further: 0% is about no effect
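Readout is EGFP and DsRed signal by fluorescent plate cytometry after 18 h at 37 degrees C. Transgenic mouse T cells (750/well) received compound for 60 min before bead stimulation (anti-CD3, anti-CD4, anti-CD28); memory T cells served as non-tolerant control.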
PLK1 PBD block = blocks phosphopeptide binding to human PLK1 polo-box domain. Plk1 PBD binding of FITC phosphopeptide, fluorescence polarization. Potency, µM, inactives show max response, negative = inhibition, actives largely listed as inhibitors. 360,000 tested, 2.8% active; further: potency means the concentration at half of the fitted maximal effect; series mostly up to about 57 µM; on the % scale 0 is the no-effect control and ±100 the full control effect; nearly all actives have a fitted effect of over 65% in size
Target sequence (P53350 whole entry, looked up, the tested form may be a part): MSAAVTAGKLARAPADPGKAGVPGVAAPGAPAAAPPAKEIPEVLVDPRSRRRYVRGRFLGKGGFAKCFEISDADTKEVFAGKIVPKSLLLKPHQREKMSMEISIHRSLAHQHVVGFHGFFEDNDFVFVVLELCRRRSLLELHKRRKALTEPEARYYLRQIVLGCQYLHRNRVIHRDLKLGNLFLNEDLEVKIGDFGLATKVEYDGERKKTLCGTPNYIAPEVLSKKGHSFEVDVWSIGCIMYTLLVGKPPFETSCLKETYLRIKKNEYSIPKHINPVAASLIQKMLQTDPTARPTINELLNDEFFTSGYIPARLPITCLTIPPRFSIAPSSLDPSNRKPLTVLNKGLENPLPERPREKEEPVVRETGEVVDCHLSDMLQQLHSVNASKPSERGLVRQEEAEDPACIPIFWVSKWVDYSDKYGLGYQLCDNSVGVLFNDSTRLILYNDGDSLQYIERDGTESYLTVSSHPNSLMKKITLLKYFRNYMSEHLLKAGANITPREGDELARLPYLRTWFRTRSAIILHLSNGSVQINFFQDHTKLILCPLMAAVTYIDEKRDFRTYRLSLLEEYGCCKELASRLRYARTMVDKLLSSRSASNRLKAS
PI5P4K alpha inh = inhibitors of human PI5P4K alpha. P48426. PI5P4Kalpha enzyme, ADP-Glo luminescence, 60 min; active compounds read low. max response, %. 330,000 tested, 1.2% active; active means max response of -50% or lower; inconclusive means between -30% and -50%; inactive means -30% or higher; further: value at the top dose of about 77 µM; on the % scale 0 is the no-effect control and ±100 the full control effect
Target sequence (P48426 whole entry, looked up): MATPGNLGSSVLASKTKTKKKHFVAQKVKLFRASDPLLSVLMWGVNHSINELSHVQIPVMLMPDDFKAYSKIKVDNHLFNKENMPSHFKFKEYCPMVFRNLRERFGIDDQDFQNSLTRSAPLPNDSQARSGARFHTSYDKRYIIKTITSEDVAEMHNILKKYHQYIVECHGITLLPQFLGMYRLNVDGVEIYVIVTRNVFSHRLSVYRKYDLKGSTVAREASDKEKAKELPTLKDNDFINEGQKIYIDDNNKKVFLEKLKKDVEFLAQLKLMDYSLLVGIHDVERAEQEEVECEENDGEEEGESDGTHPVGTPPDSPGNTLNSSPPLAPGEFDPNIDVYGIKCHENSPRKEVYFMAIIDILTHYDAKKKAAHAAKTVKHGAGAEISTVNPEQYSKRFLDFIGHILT
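Quantitative HTS of the MLSMR library against PI5P4Kalpha with substrate. ATP added last at 5 microM final; room temperature, 60 minutes. Remaining ATP depleted, ADP converted and read as luminescence.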
FUS suppressor = rescues growth of FUS-expressing yeast; S. cerevisiae FUS-expressing, growth rescue, OD600, 24 h; Potency, µM (highest dose often 76.6 µM), inactives show at the top dose growth rescue (activation), most hits filed as activators; 390,000 tested, 0.24% active; AID 1347120;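 further: potency means the concentration at half of the fitted maximal effect; plate controls were DMSO vehicle for no effect and reference control for full effect; nearly all actives have a fitted effect of over 55% in size; some results filed as inactive show a strong effect at the top dose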
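Compound concentration series was pinned onto galactose-induced FUS-expressing yeast seeded at OD 0.005. Plates sat 24hr at 30C; absorbance at 600 nm gave growth. DMSO served as background control.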
EPAC1 agonist = activates human EPAC1 exchange factor. EPAC1 agonist qHTS, biochemical assay; response scale: 100% = response to 6.5 mM cAMP. Potency, µM (titrated, usually from 154 µM), for inactives: at the highest dose activation, most hits filed as activators. 360,000 tested, 0.073% active; further: potency means the concentration at half of the fitted maximal effect; nearly all actives have a fitted effect of over 60% in size
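Nucleotide exchange assay: 100 nM EPAC1 with 250 nM Rap1B loaded with BODIPY-GDP and 50 uM GDP, room temperature. Fluorescence (480/540 nm) read every 5 min for 30 min; signal change normalized to 6.5 mM cAMP as full agonist.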
EPAC1 antagonist = EPAC1 (human) antagonism. EPAC1 GEF assay, Rap1b-BODIPY-GDP exchange fluorescence. Potency, µM (highest dose often 115 µM), for the others: top-dose activity change, negative = inhibition, actives largely listed as inhibitors. O95398. 360,000 tested, 0.14% active;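 further: potency means the concentration at half of the fitted maximal effect; plate controls were vehicle for no effect and positive control for full effect; nearly all actives have a fitted effect of over 50% in size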
Abeta rescue = A-beta toxicity reversal in yeast | AID 1347071 | 410,000 tested, 0.063% active | Potency, µM (highest dose often 46.1 µM), inactives show top-dose growth rescue, most hits filed as activators | yeast expressing A-beta42, growth rescue, OD600, 48 h; response scale: 0% DMSO, 100% iron-clioquinol control; further: potency means the concentration at half of the fitted maximal effect; nearly all actives have a fitted effect of over 55% in size
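Yeast A-beta toxicity model in growth medium with pinned compounds, 48 h at 30 C; growth read as absorbance at 600 nm. Normalized to FeCl3/clioquinol equimolar mix (positive) and DMSO (negative).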
An asterisk follows results filed as active; u = inconclusive; x = not tested or not shown; [ ] = dose if it differs, or a comment. Unless noted, the call rests on the fitted dose curve; in most records, active means well fitted curve in the direction sought with a large enough effect; inconclusive means small, poorly fitted or top-dose-only effect, or another doubt; inactive means no such curve, though single readings can be large; an effect the other way counts as inactive or inconclusive.

SMILES	WRN helicase inh	IL2 activator	PLK1 PBD block	PI5P4K alpha inh	FUS suppressor	EPAC1 agonist	EPAC1 antagonist	Abeta rescue
CN1OC[C@@H]2CN(S(=O)(=O)c3ccccc3)[C@H](c3ccc(N4CCCCC4)cc3)C[C@@H]21	-9%	0.4	-12%	0	14%	-6%	-28%	-14%
CCn1c(=O)n(CC)c2cc(NS(=O)(=O)c3ccccc3)ccc21	3%	0.3	1%	-1	17%	3%	6%	15%
Cc1ccc(/C=C/C2=NN(Cc3ccccc3)C(=O)CC2)cc1	-10%	-5.9	2%	-4	x	-11%	-22%	0%
COc1ccc(N2C(=NC(=O)C3CCCCC3)SC3CS(=O)(=O)CC32)cc1OC (stereo not given)	0%	-2.9	-7%	3	23%	1%	2%	-7%
Cc1ccc(OCC(=O)Nc2ccc3c(c2)C(=O)NC3=O)c(C)c1	-6%	0.8	-3%	-1	-13%	-2%	-20%	4%
C=CCn1c(CNC(=O)c2ccco2)nnc1SCC(=O)N1c2ccccc2Sc2ccccc21	-2%	-0.1	-11%	x	10%	11%	3%	2%
COc1cc(C(=O)Nc2ccccc2N2CCOCC2)ccc1OCc1c(C)noc1C	2%	-1.3	-3%	-2	x	2%	-2%	6%
Oc1ccccc1Cn1c(-c2ccccc2O)nc2ccccc21	-5%	-1.6	0%	0	10%	10%	3%	14%
CN(CC(=O)Nc1c(Cl)cccc1Cl)C(=O)Cn1[nH]c(=O)c2ccccc2c1=O	5%	1.2	-12%	-21	-19%	11%	-1%	-24%
c1ccc(-n2ncc3c(N4CCCCC4)ncnc32)cc1	-3%	-2.9	-13%	-6	-12%	-8%	-8%	-39%[inhibitor]
C=CCNC(=S)Nc1ccc(Br)cc1F	-2%	-2.1	3%	3	-26%	-2%	1%	31%
O=C(COC(=O)Cc1ccc(Br)cc1)Nc1ccc(N2CCOCC2)cc1	5%	1.4	3%	3	-15%	4%	14%	-10%
O=C(O)CC1S/C(=N/N=C/c2ccc(Br)cc2)N(c2ccccc2)C1=O (stereo not given)	2%[57.1 µM]	1.5	-7%	-8	-9%	-7%	-25%	-10%
CCN(CC)S(=O)(=O)c1ccc(N2CCOCC2)c(NS(=O)(=O)c2ccc(C)c(C)c2)c1	-35%	0.0	-13%	6	x	-1%	-22%	11%
COc1cc(/C=C/C(=O)OCC(=O)N2CCc3ccccc32)cc(OC)c1OC	6%	-4.4	-9%	0	11%	5%	-14%	1%
CCOC1CCCC(n2cnc3c(=S)nc[nH]c32)O1 (stereo not given)	0%[11.6 µM]	0.0	-21%	-5	25%	1%	19%	-2%
COCCN1Cc2cccc(C(=O)Nc3ccc(S(=O)(=O)N4CCCCC4)cc3)c2C1=O	6%	1.2	u	-2	-8%	-7%	-21%	-1%
O=C(CN1c2ccccc2S(=O)(=O)c2ccccc21)NCc1ccccc1	-10%	1.8	-5%	-14	-15%	6%	-8%	12%
N#C/C(=N\Nc1ccccc1[N+](=O)[O-])C(=N)N1CCCCC1	7%	-1.5	4%	-1	10%	0%	3%	8%
CC1(C)CC(NC(=O)C(=O)NCCc2ccc(Cl)cc2)CC(C)(C)N1	1%	0.3	5%	-8	-41%	-7%	-5%	0%
O=C(NCC(c1cccnc1)N1CCOCC1)c1ccco1 (stereo not given)	4%	-2.7	0%	x	25%	-4%	0%	-3%
Cc1ccccc1OCC(=O)NNC(=O)C1CCCCC1C(=O)O (stereo not given)	4%	-1.2	-11%	-4	-9%	-1%	6%	-8%
CS(=O)(=O)c1ccccc1C(=O)Nc1cc(Cl)ccc1-n1cncn1	0%	-4.9	0%	-8	-7%	12%	0%	12%
CCOC(=O)C1CCCN(C(=O)c2cn(CC)c3ccc(S(=O)(=O)N(C)C)cc3c2=O)C1 (stereo not given)	1%	1.6	-5%	2	-11%	2%	u	30%
O=C(CSc1n[nH]c(-c2ccncc2)n1)NC1CCS(=O)(=O)C1 (stereo not given)	-1%	-2.7	-2%	-4	u	-4%	1%	3%
SMILES	WRN helicase inh	IL2 activator	PLK1 PBD block	PI5P4K alpha inh	FUS suppressor	EPAC1 agonist	EPAC1 antagonist	Abeta rescue
Fc1cccc(Cc2noc(CN3CCC(c4ccncc4)CC3)n2)c1	-3%	-1.6	-4%	2	2%	3%	-1%	12%
COc1ccc([C@@]23Oc4cc(OC)cc(OC)c4[C@]2(O)[C@H](O)[C@H](C(=O)N(C)C)[C@H]3c2ccccc2)cc1	-6%	-0.5	-3%	2	x	4%	-1%	u
CC1(C)CC(=O)C(c2ccccc2)(c2ccccc2)C(=O)C1	-2%	2.5	-5%	0	x	-1%	-2%	-6%
O=C(NC1CCN(Cc2ccccc2)C1)c1cc(COc2ccc(F)cc2F)on1 (stereo not given)	-1%	0.3	1%	-5	0%	-11%	-11%	6%
Cc1ccc(N(CC(=O)NCc2ccc(F)cc2)C(=O)c2csnn2)cc1C	1%	1.2	-2%	2	-27%	8%	-19%	-2%
COc1ccc(CCNC(=S)Nc2ccccc2C)cc1	-14%	0.1	-6%	5	-22%	6%	-4%	8%
Cc1cccn2c(=O)c(/C=C3\SC(=S)N(CC(C)C)C3=O)c(NCCCOC(C)C)nc12	-11%	1.6	-12%	1	11%	8%	-3%	19%
COc1ccc(NC(=O)N(C)C[C@H]2Oc3c(NC(=O)Nc4c(C)noc4C)cccc3C(=O)N([C@H](C)CO)C[C@@H]2C)cc1	4%	-0.5	-10%	-1	0%	-9%	-20%	6%
Cc1ccc(C(=O)N/C(=C\c2ccccc2F)c2nc(=S)[nH][nH]2)cc1	-2%	-2.2	-9%	1	14%	4%	u	-13%
COc1cccc(OC)c1C(=O)OCc1c(-c2ccccc2)ncc2ccccc12	-2%	0.7	-8%	5	17%	-6%	4%	0%
C[C@H](NC(=O)C1CC(=O)N(c2ccc(F)cc2)C1)C(=O)N1CCCCC1 (stereo not given in full)	-8%	-0.3	24µM*	-7	-5%	3%	-25%	7%
O=C(Cc1ccccc1F)Nc1cc(S(=O)(=O)N2CCCC2)ccc1Cl	4%	-0.4	-6%	0	3%	-6%	-15%	-2%
CC(Sc1nnc(-c2ccc(Cl)cc2Cl)n1Cc1ccccc1)C(=O)Nc1nccs1 (stereo not given)	-4%	-2.4	u	-2	10%	17%	6%	-8%
Cc1cc(SCc2ccc(Cl)cc2)nc(=O)[nH]1	-5%	0.9	-11%	0	-12%	0%	-13%	x
CC1(C)CC(=O)C2(CC3=C(CC(C)(C)CC3=O)O2)C(=O)C1	4%	-0.1	-1%	5	-11%	13%	-19%	-6%
Cc1cccc(C(C)C)c1NC(=O)c1c(-c2ccccc2)noc1C	5%	7.7	-1%	-3	-2%	-9%	19%	-10%
Cc1ccsc1C(=O)Nc1ccc(O)c(-c2nc3ccccc3s2)c1	-8%	-0.8	-1%	-21	16%	7%	8%	-3%
Cn1c(=O)c(C#N)c(-c2ccccc2)n2cnnc12	-8%	-2.0	-22%	x	1%	-7%	7%	-14%
CN1CCN(CC(=O)N2c3ccccc3C(C)(c3ccc(Cl)cc3)CC2(C)C)CC1 (stereo not given)	1%	-0.4	3%	2	4%	5%	8%	0%
CN(CC(CC(=O)Nc1nncs1)c1ccccc1)S(=O)(=O)c1ccc(Br)cc1 (stereo not given)	-11%	-2.5	-8%	-6	u	8%	-1%	9%
N/C(=N\OC(=O)CCCCCN1C(=O)c2ccccc2C1=O)c1ccccn1	-12%	0.4	2%	5	6%	1%	2%	-31%[inhibitor]
N#Cc1ccccc1OCC(=O)OCC(=O)N1CCN(C(=O)c2ccco2)CC1	7%	-3.3	-3%	-9	-15%	-9%	-7%	-22%
CCCCOc1ccc(/C=C/C(=O)NC2=Nc3ccccc3NC(C)=C2C(=O)OCC)cc1OC	-3%	1.8	11%	2	17%	10%	-2%	6%
CN1CCN(C(=S)c2ccc(Br)cc2)CC1	u	5.1	4.2µM*	1	3%	1%	9%	5%
O=C(O)CCCC(=O)Nc1ccc(Oc2ncnc3cc(Cl)ccc23)nc1	3%	0.6	5%	1	-18%	8%	2%	3%
COCCN1Cc2cccc(C(=O)NCC3CCN(CC(C)C)C3)c2C1=O (stereo not given)	3%	-1.9	-1%	4	16%	-10%	7%	5%
O=C(Nc1ccc(F)cc1)C(=O)c1cn(CC(=O)N2CCOCC2)c2ccccc12	-3%	-2.6	1%	3	32%	-5%	-24%	-8%
O=C(COc1cc(Cl)c(Cl)cc1Cl)Nc1ccc([N+](=O)[O-])cc1Cl	4%	0.6	2%	-12	-38%	10%	1%	11%
COc1ccc2cc(S(=O)(=O)NCc3cccnc3)ccc2c1	-2%	-1.2	-12%	17	-1%	-2%	-3%	12%

Given as a markdown table: eleven of the compounds above
| smiles | WRN helicase inh | IL2 activator | PLK1 PBD block | PI5P4K alpha inh | FUS suppressor | EPAC1 agonist | EPAC1 antagonist | Abeta rescue |
| --- | --- | --- | --- | --- | --- | --- | --- | --- |
| Fc1cccc(Cc2noc(CN3CCC(c4ccncc4)CC3)n2)c1 | -3% | -1.6 | -4% | 2 | 2% | 3% | -1% | 12% |
| COc1ccc([C@@]23Oc4cc(OC)cc(OC)c4[C@]2(O)[C@H](O)[C@H](C(=O)N(C)C)[C@H]3c2ccccc2)cc1 | -6% | -0.5 | -3% | 2 | x | 4% | -1% | u |
| CC1(C)CC(=O)C(c2ccccc2)(c2ccccc2)C(=O)C1 | -2% | 2.5 | -5% | 0 | x | -1% | -2% | -6% |
| O=C(NC1CCN(Cc2ccccc2)C1)c1cc(COc2ccc(F)cc2F)on1 (stereo not given) | -1% | 0.3 | 1% | -5 | 0% | -11% | -11% | 6% |
| Cc1ccc(N(CC(=O)NCc2ccc(F)cc2)C(=O)c2csnn2)cc1C | 1% | 1.2 | -2% | 2 | -27% | 8% | -19% | -2% |
| COc1ccc(CCNC(=S)Nc2ccccc2C)cc1 | -14% | 0.1 | -6% | 5 | -22% | 6% | -4% | 8% |
| Cc1cccn2c(=O)c(/C=C3\SC(=S)N(CC(C)C)C3=O)c(NCCCOC(C)C)nc12 | -11% | 1.6 | -12% | 1 | 11% | 8% | -3% | 19% |
| COc1ccc(NC(=O)N(C)C[C@H]2Oc3c(NC(=O)Nc4c(C)noc4C)cccc3C(=O)N([C@H](C)CO)C[C@@H]2C)cc1 | 4% | -0.5 | -10% | -1 | 0% | -9% | -20% | 6% |
| Cc1ccc(C(=O)N/C(=C\c2ccccc2F)c2nc(=S)[nH][nH]2)cc1 | -2% | -2.2 | -9% | 1 | 14% | 4% | u | -13% |
| COc1cccc(OC)c1C(=O)OCc1c(-c2ccccc2)ncc2ccccc12 | -2% | 0.7 | -8% | 5 | 17% | -6% | 4% | 0% |
| C[C@H](NC(=O)C1CC(=O)N(c2ccc(F)cc2)C1)C(=O)N1CCCCC1 (stereo not given in full) | -8% | -0.3 | 24µM* | -7 | -5% | 3% | -25% | 7% |
